Bioassay records deposited in PubChem by National Center for Advancing Translational Sciences (NCATS).
KDM5B inh – KDM5B demethylase inhibition; KDM5B demethylase, FDH-coupled NADH fluorescence (FDH is formaldehyde dehydrogenase); Potency, µM (top dose mostly 57.7 µM), for the others: at the top dose activity change, negative = inhibition, usual class: inhibitors; Q9UGL1; actives 2.6% (n = 220,000); AID 1347165; active means well fitted inhibition curve with a large enough effect; inconclusive means small, poorly fitted or top-dose-only effect; inactive means no such curve, though single readings can be large or run the other way; further: 0% is about no effect; nearly all actives have a fitted effect of over 70% in size
Target sequence (Q9UGL1 whole entry, looked up): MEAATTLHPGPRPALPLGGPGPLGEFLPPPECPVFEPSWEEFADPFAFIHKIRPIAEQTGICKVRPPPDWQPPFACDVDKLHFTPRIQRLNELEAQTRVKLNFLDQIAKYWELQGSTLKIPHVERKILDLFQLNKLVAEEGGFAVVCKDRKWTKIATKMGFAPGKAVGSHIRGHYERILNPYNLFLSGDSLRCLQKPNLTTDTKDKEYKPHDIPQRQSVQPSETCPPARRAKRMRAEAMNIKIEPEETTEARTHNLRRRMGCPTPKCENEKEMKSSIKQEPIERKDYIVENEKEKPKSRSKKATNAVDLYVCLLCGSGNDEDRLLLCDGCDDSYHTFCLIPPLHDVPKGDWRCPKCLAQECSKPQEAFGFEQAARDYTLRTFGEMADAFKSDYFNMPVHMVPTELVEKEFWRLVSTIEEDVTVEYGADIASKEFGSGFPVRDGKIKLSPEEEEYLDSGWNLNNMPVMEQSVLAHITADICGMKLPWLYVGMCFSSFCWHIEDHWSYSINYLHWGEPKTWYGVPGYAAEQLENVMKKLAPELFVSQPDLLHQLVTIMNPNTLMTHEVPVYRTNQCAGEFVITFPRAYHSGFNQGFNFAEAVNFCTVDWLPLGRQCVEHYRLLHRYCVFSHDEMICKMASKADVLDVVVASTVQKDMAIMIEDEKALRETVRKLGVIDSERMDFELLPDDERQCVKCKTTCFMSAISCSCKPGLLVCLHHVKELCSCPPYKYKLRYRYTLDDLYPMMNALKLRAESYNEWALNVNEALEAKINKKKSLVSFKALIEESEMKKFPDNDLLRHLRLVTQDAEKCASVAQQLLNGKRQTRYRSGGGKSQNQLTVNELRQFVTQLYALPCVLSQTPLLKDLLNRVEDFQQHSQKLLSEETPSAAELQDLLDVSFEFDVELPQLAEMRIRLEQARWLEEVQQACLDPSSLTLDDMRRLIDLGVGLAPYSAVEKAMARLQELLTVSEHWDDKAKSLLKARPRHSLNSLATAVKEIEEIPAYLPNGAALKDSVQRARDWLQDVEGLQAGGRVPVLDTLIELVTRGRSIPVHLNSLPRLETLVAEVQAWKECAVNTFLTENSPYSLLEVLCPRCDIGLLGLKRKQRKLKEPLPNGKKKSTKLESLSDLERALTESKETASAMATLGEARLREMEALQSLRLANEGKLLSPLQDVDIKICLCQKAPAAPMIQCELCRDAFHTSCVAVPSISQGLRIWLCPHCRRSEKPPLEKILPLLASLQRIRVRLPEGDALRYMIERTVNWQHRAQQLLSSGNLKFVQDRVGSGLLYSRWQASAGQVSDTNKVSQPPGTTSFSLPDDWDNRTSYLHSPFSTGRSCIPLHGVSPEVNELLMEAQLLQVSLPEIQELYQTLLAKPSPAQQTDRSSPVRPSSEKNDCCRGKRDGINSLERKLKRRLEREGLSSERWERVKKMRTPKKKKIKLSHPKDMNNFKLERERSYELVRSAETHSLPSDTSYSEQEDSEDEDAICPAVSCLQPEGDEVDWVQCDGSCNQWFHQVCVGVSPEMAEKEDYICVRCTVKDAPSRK
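Coupled FDH/NAD⁺ fluorescence readout. KDM5BΔAP 200 nM final; compound titration, 10 min RT preincubation; substrate mix 12.5 µM H3K4me3, 25 µM 2-OG, 50 µM Fe(II), 100 µM ascorbate, 0.25 mM NAD⁺, 0.25 U/mL FDH; ΔRFU over 30 min.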
Numbers without * were called inactive; i = inactive; ? = inconclusive; [ ] = another dose, or the depositor's remark. Potency means the concentration at half of the fitted maximal effect. These rows are one share of the data, so the mix of outcomes need not match the whole.

SMILES	KDM5B inh
COc1cc(OC)cc(OC(C)C(=O)Nc2cc(Cl)ccc2OC)c1 (configuration not stated)	-26%
Cc1cc(CNC(=O)c2ccncc2)c2ccccc2n1	17%
CC(=O)N1CCC(C(=O)NCC2(c3ccc(F)cc3)CCC2)CC1	14%
COC(=O)COc1cccn2c(=O)c(-c3cc(C)n(-c4ccc(Cl)c(Cl)c4)n3)c(C)nc12	28µM*
COc1ccccc1OCc1cc(C(=O)N2CCCCCCCC2)n[nH]1	11%
Cc1noc(C(C)C)c1C(=O)Nc1ccc(SC(F)F)cc1	10%
Cn1cc(CN2C[C@H](O)C[C@H]2c2nc(-c3cccc([N+](=O)[O-])c3)no2)c2ccccc21	?
O=C(c1ccccc1F)N1CCC2(CCCCO2)CC1	8%
CC1CCN(S(=O)(=O)c2cc3c4c(c2)C(C)C(=O)N4CCC3)CC1 (configuration not stated)	-15%
COC[C@]1(O)CCN(C(=O)c2csc(C)c2)CC1(C)C	39%[activator]
COc1ccc(S(=O)(=O)N2CCCCC2)cc1NC(=O)c1nn(C(C)C)c(=O)c2ccccc12	-6%
CONC(=O)C(NC(=O)c1ccc(Cl)cc1Cl)C(C)C (configuration not stated)	37%[activator]
Cc1ccc(Sc2c(C)nn(C(=O)COc3ccc(F)cc3)c2C)cc1	-19%
O=C1COc2ccc(S(=O)(=O)N3CCCn4nc(CO)cc4C3)cc2N1	18%
O=C(/C=C/c1ccco1)OC(C(=O)c1ccccc1)C(=O)c1ccccc1	?
CC(OC(=O)c1ccc(CS(C)(=O)=O)cc1)C(=O)c1ccc(F)cc1 (configuration not stated)	5%
O=C(NCc1ccccn1)C1c2ccccc2CC(=O)N1Cc1ccccc1 (configuration not stated)	-2%
CCC1(O)CCC12CCN(C(=O)c1cc(C)n(C)n1)CC2 (configuration not stated)	0%
CCOc1cc(S(=O)(=O)N(CCO)CCO)ccc1Br	19%
O=C1NCCCCCCN(S(=O)(=O)Cc2ccccc2)[C@H]2CCC[C@@H]12	1%
O=C(O)CC1C(=O)NCCN1Cc1c(F)cccc1Cl (configuration not stated)	22%
O=C(c1cc2ccccc2[nH]1)N1CCCN(c2cc(-c3ccccc3)[nH]n2)CC1	?
O=S(=O)(Cc1ccccc1)N1CCC(N2CC(OCC3CC3)C23CCOCC3)CC1 (configuration not stated)	22%
Cn1cc(/C=C(\NC(=O)c2ccco2)C(=O)NCCO)c2ccccc21	1%
O=C(Nc1ccc(Cl)cc1F)c1cnc2sc(N3CCOCC3)nn2c1=O	11%
COC(=O)c1sc(NC(=O)C2CCCCC2)c(C(=O)OC)c1C	22%
Cc1nc(C2CC2)ncc1C(=O)N1CCC2(CC1)NC(=O)CC2C(=O)O (configuration not stated)	-10%
COCCC(=O)N1CCCN(CCc2ccccc2)c2ccccc21	-24%
Fc1ccc(OCc2nnc(-c3ccc(Br)cc3)o2)cc1	19%
CCOCc1nc(C2CCCN2C(=O)Nc2ccsc2C(=O)OC)no1 (configuration not stated)	-20%

Part of the list above, with values ahead of the structure:
KDM5B inh | SMILES
-2% | O=C(NCc1ccccn1)C1c2ccccc2CC(=O)N1Cc1ccccc1 (configuration not stated)
0% | CCC1(O)CCC12CCN(C(=O)c1cc(C)n(C)n1)CC2 (configuration not stated)

The listing continues.
SMILES	KDM5B inh
COc1ccc(S(=O)(=O)N(CC(=O)Nc2cccnc2)c2ccc(C)cc2)cc1OC	-14%
COc1ccc2oc(=O)c(C(=O)NC(C)c3ccccc3)cc2c1 (configuration not stated)	?
Cc1nnc(NC(=O)c2nc(S(=O)(=O)Cc3ccccc3)ncc2Cl)s1	?
COc1ccc(CN2CCCC3(CC(c4ccccc4)=NO3)C2)cc1 (configuration not stated)	-1%[115 µM]
Cc1cccc(-c2nocc2CCC(=O)NC2CCN(Cc3ccccc3)CC2)c1	-11%
O=C1CCCN2N=C(SCC(=O)Nc3ccc([N+](=O)[O-])cc3)SC2=N1	5%
CCCNC(=O)c1oc2ccc3c(c2c1C)C(O)CC(C)(C)O3 (configuration not stated)	?
CCOC(=O)NC(=O)CSc1ccc(S(=O)(=O)N(C)C2CCCCC2)cn1	-1%
COc1ccc(-c2noc(CSc3nnc(C)n3-c3ccc(F)cc3)n2)cc1	-13%
COC(=O)[C@@H](C)NC(=O)[C@H]1CN(S(=O)(=O)c2ccccc2)CCN1C(=O)NC1CCCCC1	33%[activator]
CN(CC1(C)CCOCC1)C(=O)c1ccccn1	-20%
Cc1ccc2oc(-c3ccc(C)c(NC(=O)C(C)(C)Oc4ccc(Cl)cc4)c3)nc2c1	-44%
O=C1CCN(C(=O)[C@@H]2CCCN2Cc2ccc(F)cc2F)CCCCCCN1	?
OCCCN=C1CCCc2c1[nH]c1ccc(Cl)cc21	?
CC1(C)Cc2ccccc2C(NC(=O)c2ccc(Cl)cc2Cl)=C1C#N	-4%
O=c1c2cc(-c3cccs3)nn2ccn1CC(O)c1ccccc1 (configuration not stated)	?
O=C(O)CCSc1ccccc1F	15%
O=C(c1ccc2c(c1)nc1n2CCCC1)N1CCN(c2ccccc2)CC1	6%
CCc1ccccc1N(CC)C(=O)Cn1nc(Cc2ccncc2)c2ccccc2c1=O	?
Cc1ccc(Cl)cc1N1CCN(C(=O)c2cccn3c(=O)c4cc(Cl)ccc4nc23)CC1	-23%
S=C(Nc1cccc2ccccc12)N[C@H]1CO[C@H]2[C@@H]1OC[C@H]2OCc1ccccc1	35µM*
N#C/C(=C\c1cccc(OCCOc2ccccc2)c1)c1nc2ccccc2[nH]1	14%
COCCNc1oc(/C=C/c2ccccc2)nc1C#N	i
O=C(c1ccc2ccccc2n1)N1CCC(N2CC3CC(C2)[C@H]2CCCC(=O)N2C3)CC1 (some centres not stated)	?
COCCc1nncn1C1CCN(C(=O)c2cc(C)ccc2C)CC1	15%
CC(=O)N[C@@H]1C[C@H](Cc2ccccc2)O[C@H](c2c(C)nc3sccn23)C1	6%
CCOC(=O)C1CCCN(C(=O)C2CC(c3ccc(OC)c(OC)c3)CN(C(=O)COC)C2)C1 (configuration not stated)	5%
CC(C)(C)OC(=O)NCCC(=O)N/N=C/c1ccc2ncccc2c1	16%
NC(=O)CN1c2ccc(F)cc2-c2ccccc2S1(=O)=O	17%
COc1ccc(C2(C(=O)NCCc3ncc(C)n3Cc3ccc(F)cc3)CC2)cc1	20%
O=C(Nc1ccc(S(=O)(=O)NCc2ccccc2)cc1)C1CCCCC1	3%
Cc1ccc(-c2nccn3cc(C(=O)N4CCN(c5ncccn5)CC4)nc23)cc1	398%[activator]
O=C(COc1ccccc1Cl)N1CCCC(O)(CN2CCCC2)C1 (configuration not stated)	-29%
Cc1cc(NC(=O)C(C)Sc2nnc3c(Cl)cc(C(F)(F)F)cn23)no1 (configuration not stated)	?
COc1ccc(C(=O)COc2ccc(C#N)cc2OC)cc1F	21%
CN1C[C@@H]2CCCN3CCC[C@@H]([C@H]23)[C@H]1CCCC(=O)NCCCN1CCc2ccccc2C1	?
CCOc1ccc(NC(=O)Cc2coc3cc(C)c(C(C)C)cc23)cc1S(=O)(=O)N1CCCC1	?
CN1CCN(C(=O)C(C)(C)Oc2nn(CC3CC3)c3ccc(CN4CCCC4)cc23)CC1	35µM*
CC(C)NCC(=O)Nc1c2c(nc3ccccc13)CCC2	?
Cc1nn(C)c(C)c1CCC(=O)Nc1nccs1	2%
Cc1cccc(OCC(=O)NNC(=O)c2ccc3c(c2)NC(=O)C(C)S3)c1 (configuration not stated)	13%
Cc1ccccc1Nc1nc(-c2cccc(Cl)c2)c2c(n1)-c1ccccc1OC2	4%
CSCCC(NC(=O)c1ccc(C#CC(C)(C)O)cc1)C(=O)O (configuration not stated)	-2%
COc1ccc(-c2cc(N3CCCN(C(=O)c4ccccc4Cl)CC3)n[nH]2)cc1	?
CCCC(=O)N1CCC2(CC1)SCC(=O)N2c1ccc(F)cc1	?

15 compounds out of the list, sorted by molecular weight, falling.
SMILES	KDM5B inh
CCOc1ccc(NC(=O)Cc2coc3cc(C)c(C(C)C)cc23)cc1S(=O)(=O)N1CCCC1	?
COC(=O)[C@@H](C)NC(=O)[C@H]1CN(S(=O)(=O)c2ccccc2)CCN1C(=O)NC1CCCCC1	33%[activator]
COC(=O)COc1cccn2c(=O)c(-c3cc(C)n(-c4ccc(Cl)c(Cl)c4)n3)c(C)nc12	28µM*
CN1C[C@@H]2CCCN3CCC[C@@H]([C@H]23)[C@H]1CCCC(=O)NCCCN1CCc2ccccc2C1	?
O=S(=O)(Cc1ccccc1)N1CCC(N2CC(OCC3CC3)C23CCOCC3)CC1 (configuration not stated)	22%
CCc1ccccc1N(CC)C(=O)Cn1nc(Cc2ccncc2)c2ccccc2c1=O	?
S=C(Nc1cccc2ccccc12)N[C@H]1CO[C@H]2[C@@H]1OC[C@H]2OCc1ccccc1	35µM*
Cc1cccc(-c2nocc2CCC(=O)NC2CCN(Cc3ccccc3)CC2)c1	-11%
O=C(NCc1ccccn1)C1c2ccccc2CC(=O)N1Cc1ccccc1 (configuration not stated)	-2%
O=C(c1ccc2c(c1)nc1n2CCCC1)N1CCN(c2ccccc2)CC1	6%
Cc1nc(C2CC2)ncc1C(=O)N1CCC2(CC1)NC(=O)CC2C(=O)O (configuration not stated)	-10%
O=c1c2cc(-c3cccs3)nn2ccn1CC(O)c1ccccc1 (configuration not stated)	?
COc1ccc(CN2CCCC3(CC(c4ccccc4)=NO3)C2)cc1 (configuration not stated)	-1%[115 µM]
O=C(O)CC1C(=O)NCCN1Cc1c(F)cccc1Cl (configuration not stated)	22%
O=C(c1ccccc1F)N1CCC2(CCCCO2)CC1	8%

Remaining list, next part.
SMILES	KDM5B inh
CN1CC(=O)N(C2CCCNC2)Cc2c(NCC(C)(C)C)ncnc21 (configuration not stated)	?
CCCNC(=O)NC(=O)CN1CCCN(Cc2ccc(C#N)cc2)CC1	-11%
CC(C)Oc1ccc(CN2C(=O)C3(CCOCC3)CC2c2nnnn2C(C)(C)C)cc1 (configuration not stated)	-26%
Cn1cccc1/C=N\NC(=O)c1cncc(Br)c1	4%
CCOc1ccc(/C=C/c2nc(C#N)c(NCCCn3ccnc3)o2)cc1	?
O=C([C@@H]1C[C@H](Oc2cccnc2)CN1S(=O)(=O)Cc1ccccc1F)N1CCCC1	16%
CN(C)C(=O)N1CCC2(CC1)CC(=O)N(c1ccccc1)c1ccccc1O2	-10%
CC(C)CC(=O)N[C@H](C)c1onc(-c2ccc(Cl)cc2)c1C(=O)O	-13%[86.2 µM]
Cc1cc(N2CCOCC2)nc(N2CCN(C(=O)Nc3ccccc3)CC2)n1	7%
COCCC(=O)N1CC(Oc2ccc(-c3noc(-c4ccccc4)n3)cc2)C1	-5%
COCCCNC(=O)c1ccnc(-c2nnc3ccc(N(C)C)nn23)c1	?
COc1ccc(C)cc1NS(=O)(=O)c1c(C(=O)N2CCC(C)CC2)c(C)n(C)c1C	-8%
Cc1ccc(-n2c(=O)c3c(cc(C)n3C)n(CC(=O)Nc3ccccc3F)c2=O)cc1	26%
Cc1ccc(NCc2nnc(SCC(=O)NNC(=O)Cc3ccccc3)n2C)cc1	35%
COc1ccc(NC(=O)c2cccc(C)c2)c2cccnc12	-4%
Cc1ccc(-n2c(C3CCN(C(=O)Cc4ccccc4Cl)CC3)n[nH]c2=O)cc1	31%
CCCN(CCC)C(=O)c1cc2c(=O)n3cccc(C)c3nc2n1C	?
Cc1noc(C2CCCCCN2C(=O)CC2CCCC2)n1 (configuration not stated)	-1%
CC1(c2ccccc2)NC(=O)N(CC(=O)Nc2ccc(C(N)=O)cc2)C1=O (configuration not stated)	?
CC(C)(C)c1ccc(-c2nnc(SCCOc3ccccc3Cl)n2-c2ccccc2)cc1	5%
Cc1c(C(=O)N2CCN3C(=O)CNC(=O)C3C2)cnn1-c1ccccn1 (configuration not stated)	?
O=S(=O)(NC1=NCN(Cc2cccnc2)CN1)c1ccc(Cl)cc1	-6%
Cc1cc(C(=O)NCc2ccc(F)cc2)c2c(C3CCCNC3)noc2n1 (configuration not stated)	-10%[115 µM]
Fc1ccc(Br)cc1-c1nnc2sc(Cn3cccn3)nn12	?
COc1cc(C2=NOC(C(=O)N3CCOCC3)C2)cc(OC)c1OC (configuration not stated)	-14%
COC(=O)Cc1c(C)c2ccc3c(c2oc1=O)CN(Cc1ccc(C)cc1)CO3	i
O/N=C/c1cccc(Cl)c1	20%
O=C(Nc1ccc2c(c1)OCCO2)N1CCC2(CC1)CC(N1CCCC1)CCO2 (configuration not stated)	?
COc1ccc(C(=O)Oc2ccccc2C)cc1Br	2%
Cc1cccc(C)c1OCC(=O)NCc1ccccc1	16%
CN(Cc1ccccc1)S(=O)(=O)c1nnc(NC(=O)c2ccccc2Cl)s1	?
Cc1nc(C)c(CCNS(=O)(=O)c2ccc(F)cc2)s1	-40%
COCc1ccc(C(=O)N2CCC3(CC2)CC(c2ccccc2)C(=O)N(C)C3)o1 (configuration not stated)	-2%
CCN(CC)C(=O)C1=C(C)N=C2SC=C(CC(=O)NCc3ccccc3)N2C1c1ccccc1F (configuration not stated)	?
CCOCc1ccccc1CNC(=O)c1cccs1	17%
O=C(O)CCC(=NNC(=O)c1cccc(S(=O)(=O)N2CCCCC2)c1)c1ccccc1	25%
O=C(c1ccc(Cl)cc1)N1CCOCC12CCN(CCc1ccccc1)CC2	-2%[86.2 µM]
COc1ccc(N2C(=O)CSC23CCN(C(=O)CC(C)C)CC3)cc1	?
Cc1nn2c(=O)cc(COC(=O)c3cccc(NC(=O)COc4ccccc4Cl)c3)nc2s1	-16%
COC(=O)c1ccc(CNC(=O)CC2Sc3ccccc3NC2=O)cc1 (configuration not stated)	-1%
CCc1ccccc1N(CC(=O)NCc1ccco1)C(=O)CCC(=O)Nc1ccccn1	25%
Cc1ccc2nc(C)c(C(=O)N(C)CCOc3ccc(F)cc3)cc2c1	-20%
NC(=O)[C@@H]1CN(C(=O)Cc2ccccc2)C[C@H]1COc1ccccc1	-3%
